# SRC3 inh – inhibits human SRC3 coactivator | 0.17% of 360,000 active | Q9Y6Q9 | inhibition, % at 3.6 µM | HEK293 GAL4-SRC3 luciferase reporter, luminescence;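 active = inhibition above a per-campaign cutoff, the mean of all compounds plus 3 SD, cut at about 60% in these data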;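 also: 0% = DMSO-treated cells and 100% = gossypol-treated cells at 36 µM; higher means less SRC3-driven luciferase light from the GAL4 reporter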
# Target sequence (Q9Y6Q9 whole entry, looked up, the tested form may be a part): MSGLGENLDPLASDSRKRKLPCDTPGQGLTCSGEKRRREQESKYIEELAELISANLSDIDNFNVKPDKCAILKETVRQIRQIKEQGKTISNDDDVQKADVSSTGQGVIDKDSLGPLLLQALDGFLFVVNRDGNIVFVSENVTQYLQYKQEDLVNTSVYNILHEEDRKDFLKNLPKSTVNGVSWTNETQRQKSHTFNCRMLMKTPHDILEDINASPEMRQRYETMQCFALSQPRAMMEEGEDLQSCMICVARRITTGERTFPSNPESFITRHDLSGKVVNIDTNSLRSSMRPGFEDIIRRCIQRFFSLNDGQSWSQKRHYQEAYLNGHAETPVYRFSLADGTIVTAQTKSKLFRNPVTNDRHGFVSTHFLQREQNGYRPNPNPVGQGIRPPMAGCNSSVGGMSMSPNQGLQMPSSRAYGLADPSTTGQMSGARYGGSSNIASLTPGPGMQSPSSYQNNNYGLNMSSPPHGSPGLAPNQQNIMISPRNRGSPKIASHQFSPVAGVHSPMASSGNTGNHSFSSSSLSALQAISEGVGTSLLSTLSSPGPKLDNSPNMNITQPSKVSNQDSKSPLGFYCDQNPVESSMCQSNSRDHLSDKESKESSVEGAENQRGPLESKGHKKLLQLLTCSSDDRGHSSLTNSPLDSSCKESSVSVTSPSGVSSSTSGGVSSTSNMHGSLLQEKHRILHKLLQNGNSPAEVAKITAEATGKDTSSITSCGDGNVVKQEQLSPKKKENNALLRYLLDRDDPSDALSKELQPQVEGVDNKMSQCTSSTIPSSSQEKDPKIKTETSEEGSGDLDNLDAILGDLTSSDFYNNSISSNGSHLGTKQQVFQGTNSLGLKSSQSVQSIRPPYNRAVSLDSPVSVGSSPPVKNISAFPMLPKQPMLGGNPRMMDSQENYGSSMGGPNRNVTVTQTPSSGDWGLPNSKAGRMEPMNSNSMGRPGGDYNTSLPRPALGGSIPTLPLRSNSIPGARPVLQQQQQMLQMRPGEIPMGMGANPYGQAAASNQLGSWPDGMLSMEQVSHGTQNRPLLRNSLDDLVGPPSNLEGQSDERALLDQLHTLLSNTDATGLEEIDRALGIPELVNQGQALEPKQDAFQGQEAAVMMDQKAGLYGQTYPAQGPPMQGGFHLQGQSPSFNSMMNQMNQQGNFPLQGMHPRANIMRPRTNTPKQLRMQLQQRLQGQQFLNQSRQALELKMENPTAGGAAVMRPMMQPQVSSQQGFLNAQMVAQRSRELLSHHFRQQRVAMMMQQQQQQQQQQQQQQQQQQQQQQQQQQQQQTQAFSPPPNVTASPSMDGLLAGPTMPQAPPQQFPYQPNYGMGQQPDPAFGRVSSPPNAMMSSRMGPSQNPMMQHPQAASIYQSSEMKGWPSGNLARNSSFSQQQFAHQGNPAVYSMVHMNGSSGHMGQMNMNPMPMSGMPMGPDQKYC
# NR5A2 inv ag – inverse agonists of human LRH-1 (NR5A2) | O00482 | HEK293T StAR-luciferase reporter, LRH-1 transfected, 24 h | inhibition, % at 3.6 µM | 0.13% of 360,000 active;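 active = inhibition above the mean inhibition of all tested compounds plus 3 SD, cut at about 73% in these data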;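 also: 0% = DMSO wells and 100% = reporter-only cells lacking LRH-1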
# CF NFkB inh – cystic fibrosis NF-kB activation inhibition | 0.86% of 360,000 active | AID 588850 | KKLEB NF-kB-GFP reporter, PAF-induced, GFP fluorescence overnight | inhibition, % at 5 µM;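 active = at least 50% inhibition at 5 µM, scaled per plate between neutral and stimulator controls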;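 also: PAF is a Pseudomonas aeruginosa culture filtrate used as stimulus; plate controls were PAF-stimulated DMSO wells for no effect and unstimulated DMSO wells for full effect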
# TROY signal inh – TROY signaling inhibition | Q293 LMP1-TROYcd NF-kB luciferase reporter, 4 h | inhibition, % at 10 µM | 0.98% of 360,000 active | AID 1347056;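 active = compounds whose plate-normalised and pattern-corrected inhibition of the luciferase reporter signal at the single screening dose is 50% or more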
# SRC1 inh – inhibits human SRC1 coactivator; Q15788; HEK293 GAL4-SRC1 luciferase reporter, luminescence; inhibition, % at 3.6 µM; 0.12% of 360,000 active;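 active = inhibition above the campaign mean plus 3 SD, with each screening campaign given its own cutoff, cut at about 60% in these data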;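 also: 0% = DMSO treated cells and 100% = gossypol at 36 µM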
# TRAIL sens C8 – caspase-8 TRAIL sensitization | NB7+C8 cells + TRAIL, ATPlite viability luminescence | inhibition (viability loss, TRAIL sensitization), % at 10 µM | 1% of 360,000 active;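 active = compounds causing at least 50% loss of cell viability in the single-dose screen, relative to plate controls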
# LMP1 NFkB inh – Epstein-Barr LMP1 NF-kappaB reporter inhibition; LMP1-induced NF-kappaB luciferase reporter cells, luminescence; inhibition, % at 12.5 µM; 0.69% of 350,000 active; in the data active = inhibition above about 41%;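 also: 0% = neutral control wells and 100% = reference inhibitor control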
# KKLEB tox – CF airway cell cytotoxicity counter-screen; activity change (cytotoxicity), % at 5 µM; KKLEB CF airway cells viability, ATPlite luminescence, overnight; hits give low values; cells stimulated with P. aeruginosa culture filtrate; AID 602141; 0.36% of 360,000 active;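 active = corrected activity change at or below -50% at 5 µM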
# NR2F2 inh – blocks human COUP-TFII nuclear receptor; P24468; HEK293T NGFI-A luciferase reporter, luminescence; inhibition, % at 8.6 µM; 0.7% of 370,000 active; AID 686940;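 active = inhibition above a per-plate cutoff, mean inhibition of test wells between control levels plus 3 SD, cut at about 38% in these data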;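 also: cells cotransfected with COUP-TFII expression vector driving the NGFI-A reporter; 0% = median of COUP-TF2 test wells and 100% = reporter-only cells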
# TWEAK Fn14 block – blocks TWEAK-Fn14 interaction in a reporter cell assay; 2% of 360,000 active; TWEAK-stimulated Fn14 reporter cells, luciferase luminescence, 8 h; inhibition, % at 10 µM; in the data active = inhibition above about 50%
# NCOA2 inhibitor – inhibits human steroid receptor coactivator 2; 0.17% of 370,000 active; HEK293 GAL4-SRC2 luciferase reporter, luminescence; Q15596; inhibition, % at 9 µM; AID 651957;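 active = inhibition above the mean inhibition of all tested compounds plus 3 SD, set per campaign, cut at about 52% in these data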;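 also: 0% = DMSO treated cells and 100% = cells given Gossypol at 36 µM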
# An asterisk follows results filed as active; . = no result given.
SMILES,SRC3 inh,NR5A2 inv ag,CF NFkB inh,TROY signal inh,SRC1 inh,TRAIL sens C8,LMP1 NFkB inh,KKLEB tox,NR2F2 inh,TWEAK Fn14 block,NCOA2 inhibitor
COCC(C)(C)COS(N)(=O)=O,-15,16,8,8,-19,-2,0,12,8,0,-27
CC1CCCCN1C(=O)Cn1nnc(-c2cccnc2)n1 (stereo not drawn),15,-1,-3,-9,-2,-15,-5,9,1,-10,-8
COCCNC(=O)c1ccc(N2CC3CC(C2)c2cccc(=O)n2C3)c(NC(=O)c2ccc(F)cc2)c1 (stereo not drawn),-12,13,-5,3,11,7,-5,7,2,-13,16
Cc1ccc(Cl)c(OCC(=O)Nc2cccnc2)c1,-73,-82,7,-48,-63,-11,-3,1,-18,-15,-50
Cc1ccccc1NS(=O)(=O)c1ccc(OCC(=O)NCc2ccco2)cc1,-8,26,8,20,-4,16,6,1,-14,9,13
O=C(CCCN1C(=O)/C(=C/c2cccs2)SC1=S)Nc1ccc(O)cc1,1,5,-13,8,-17,17,18,13,18,4,11
CSc1ccccc1OCc1cc(C(=O)NCc2ccc(C)s2)no1,-3,-9,-5,-27,-14,-10,-27,-11,2,-14,-21
CCN(CC)C(=O)CSc1nnc([C@@H](N)C(C)C)o1,11,5,1,11,2,15,-4,-9,-1,-18,-26
CCn1c(=O)c2c(nc(SCC(=O)NC3CCCC3)n2C)n(C)c1=O,4,9,8,-3,-1,11,-2,-2,-5,0,9
O=C(COC(=O)c1cncc(Br)c1)NC1CCCCCC1,10,11,10,-4,-15,-3,-1,-1,0,9,-17

# For convenience, part of the list above.
SMILES,SRC3 inh,NR5A2 inv ag,CF NFkB inh,TROY signal inh,SRC1 inh,TRAIL sens C8,LMP1 NFkB inh,KKLEB tox,NR2F2 inh,TWEAK Fn14 block,NCOA2 inhibitor
CCN(CC)C(=O)CSc1nnc([C@@H](N)C(C)C)o1,11,5,1,11,2,15,-4,-9,-1,-18,-26
CCn1c(=O)c2c(nc(SCC(=O)NC3CCCC3)n2C)n(C)c1=O,4,9,8,-3,-1,11,-2,-2,-5,0,9
O=C(COC(=O)c1cncc(Br)c1)NC1CCCCCC1,10,11,10,-4,-15,-3,-1,-1,0,9,-17

# Continued:
SMILES,SRC3 inh,NR5A2 inv ag,CF NFkB inh,TROY signal inh,SRC1 inh,TRAIL sens C8,LMP1 NFkB inh,KKLEB tox,NR2F2 inh,TWEAK Fn14 block,NCOA2 inhibitor
CC(=O)Nc1ccc2[nH]c3ccccc3c2c1,10,-18,-6,-15,-9,14,8,2,-24,-12,-14
Cc1nonc1OCC(C)(COc1nonc1C)NC(=O)c1ccc(Cl)cc1,11,12,6,1,-10,-16,-3,-11,8,-8,10
Nc1c(C(=O)Nc2ccc(Cl)cc2)oc2ccccc12,-74,-82,7,-35,-90,13,-79,-13,-60,0,-12
O=C(CCN1C(=O)c2ccccc2C1=O)Nc1ccc(-c2nc3ccccc3o2)cc1,-10,-14,-8,-21,-36,1,5,6,-6,-25,-38
COCc1[nH]nc2c1C1(C(=O)Nc3ccc(F)cc31)C(C#N)=C(N)O2 (stereo not drawn),-2,2,-4,13,-6,9,-16,6,16,-7,-4
O=C(COC(=O)c1ccc(CO)cc1)c1ccc(S(=O)(=O)N2CCCCC2)cc1,10,-6,21,-5,-14,0,-4,-4,-15,-5,1
N#Cc1cccnc1N1CCN(C(=O)c2cccs2)CC1,6,-22,1,0,-14,-7,3,-2,2,-15,-48
Cc1noc(C)c1C(=O)NC1=NCCS1,14,20,-40,7,4,0,-4,10,2,0,-1
CC(C)CN(C(=O)CSc1nncn1-c1ccccc1)c1c(N)n(CC(C)C)c(=O)[nH]c1=O,-6,-8,9,-11,0,-1,-4,4,8,2,5
CCCC(=O)NNc1cc(=O)c2c(=O)n(C)c(=O)n(C)c2[nH]1,4,1,-4,21,-11,-4,-8,-2,-4,3,6
O=C(Nc1nnc(-c2cccs2)s1)C1CC1,-43,0,11,-36,-208,14,-6,-1,-18,-1,-6
CCCCCCCCN1C(=O)[C@H](CC(=O)NCc2ccccc2)C[C@@]2(C(=O)OCC)CCCC=C12,.,23,.,21,.,-8,.,.,9,27,8
Cn1c(=O)c2c(nc(CN3CCCCC3)n2CCCc2ccccc2)n(C)c1=O,-27,2,-1,-7,2,0,-6,13,-5,-9,19
COc1ccc(S(=O)(=O)NC(=O)C2(C)CCN2C(=O)CCc2ccc(Cl)cc2Cl)cc1 (stereo not drawn),9,21,30,-25,16,-2,.,-16,8,0,4
O=C(NCCCN1CCN(c2ccccc2)CC1)C1CCCN(c2ncnc3c2nc2n3CCCCC2)C1 (stereo not drawn),13,7,-13,31,13,5,10,8,11,8,39
O=c1c2cc(Cl)ccc2[nH]c(=S)n1Cc1ccco1,1,-8,7,-2,7,13,-13,4,-21,25,18
Cc1cc(Cl)c2ccc(Cl)cc2n1,8,13,5,5,-9,0,4,-5,15,8,5
O=C(OCCCOc1ccc(F)cc1)c1ccc(O)cc1O,-3,-3,-8,-2,-12,-14,1,36,7,-12,19
Cc1ccc(C)c(NCC(=O)NNC(=S)Nc2ccccc2)c1,-8,-10,-3,-5,-23,-3,-8,4,1,-8,-3
CSc1ccccc1NC(=O)CN(C)CC(=O)Nc1ccccc1F,11,-12,-19,5,-8,-2,1,-4,-6,-10,-9
CCCCN1C(=S)NC[C@@H]1Cc1cccc2ccccc12,-40,-13,-3,-54,-18,11,-10,-20,-7,-29,-12
CNC(=S)N(CCc1c(C)[nH]c2ccc(F)cc12)Cc1cccnc1,11,13,-6,-24,-1,-8,3,-2,1,-33,26
Cc1ccc(-c2nnn(CC(=O)O)n2)cc1,-23,8,-12,-13,-4,-1,0,4,25,2,-20
Nc1nc2c(ncn2[C@@H]2O[C@H](CNC(=O)[C@H](N)Cc3cncn3COCc3ccccc3)[C@@H](O)[C@H]2O)c(=O)[nH]1,-56,17,6,9,7,5,.,-10,1,-7,-2
COCCC(=O)N1CCOCC1c1cc(C(=O)NCc2ccccc2)no1 (stereo not drawn),-16,-3,-2,5,3,-4,.,0,-3,13,-1
CC1CCCCC12NC(=S)N(c1ccccc1)N2 (stereo not drawn),11,0,-21,-16,-11,-2,-13,7,4,-8,-36
Cc1ccc(C)c(N(CC(=O)NC2CCCC2)C(=O)c2cc3cc4cc(C)ccc4nc3s2)c1,-3,-17,6,-15,-12,22,-13,-13,-1,3,10
CCOC(=O)[C@@H]1[C@H]2COc3ccc(Br)cc3[C@@H]2N2C(=O)N(c3ccc(Cl)cc3)C(=O)[C@@]12C,-12,-15,4,4,-49,2,8,0,5,13,-5
CCN(CC)S(=O)(=O)c1ccc(C(=O)NCCc2ccccn2)cc1,-7,-26,6,-31,-9,1,-3,-2,-32,-5,-24
CCN(CC)CCCn1c(SCC(=O)Nc2cccc(F)c2)nnc1-c1ccoc1C,7,9,8,-9,-9,-10,-7,-4,-8,42,-1
O=C(/C=C/C(=O)NCc1cccs1)NCc1cccs1,22,-2,10,7,-7,-9,3,-8,-15,7,-52
Cc1nonc1OCC(C)(COc1nonc1C)NC(=O)c1ccccc1,7,18,2,5,-4,7,7,11,-7,-1,-5
c1ccc(Cn2c[n+](Cc3ccccc3)c3ccccc32)cc1,2,-5,0,1,8,12,8,3,5,-6,23
CC1(C)CC(=O)C=C(c2ccc(-c3cnc4ccccc4c3)cc2)C1=O,-23,7,-22,92*,-26,29,-13,-2,42*,85*,16
COc1ccccc1C1CC(=O)Oc2cc(C)cc(C)c21 (stereo not drawn),21,18,0,-14,-6,-1,-9,5,0,3,-20
Cc1cccc(C(=O)Oc2ccccc2C2C[C@]3(C)CC(=O)NC3N2C(=O)c2cccc(C)c2)c1 (stereo partly drawn),9,7,-1,16,-12,2,4,-2,2,33,16
Cc1ccc(NC2=C/C(=N/S(=O)(=O)c3cccs3)c3ccccc3C2=O)cc1,73*,-101,80*,60*,-66,95*,80*,-70*,-24,94*,-72
CCCNc1nc2c(c(=O)[nH]c(=O)n2C)n1Cc1cccc(Br)c1,7,-3,-9,0,-27,2,5,-14,13,4,-16
Cc1cn([C@H]2C[C@H](O)[C@@H](CNC(=O)[C@H](N)Cc3cscn3)O2)c(=O)[nH]c1=O,10,4,12,-4,-16,-6,-2,-14,-4,9,-25
COc1ccc(CN2CCN(CCc3ccccc3)C(CCO)C2)c(Cl)c1OC (stereo not drawn),2,11,-1,7,-5,5,6,4,4,-5,5
CCn1ccnc1CN1CCCC(CO)(Cc2cccc(OC)c2)C1 (stereo not drawn),13,-4,-22,5,0,13,-6,3,-11,0,-10
COc1ccccc1S(=O)(=O)Cc1ccc(C(=O)N2CCN(c3ccccn3)CC2)o1,12,-5,-20,3,3,-16,5,5,.,5,.
CCOC(=O)CSc1nnc(Cn2nnc(-c3ccccc3)n2)n1C,16,4,4,-22,1,-9,-1,-14,11,0,-4
COc1cc(-c2nc(C)c(C(C)=O)n2O)ccc1OCC(=O)Nc1ccc(Cl)cc1,1,7,7,20,11,-3,-6,-6,12,-1,0
Cc1ccccc1-c1ccc(Nc2ccc(N3CCOCC3)cc2)nn1,-2,-12,-9,-19,-19,-14,-8,8,.,-13,.
CCOc1ccc2c(C)nc(NC3=NC(C)(C)C=C(C)N3)nc2c1,-2,16,-2,-11,6,5,-5,1,4,-41,-6
Cc1ccc(C2CC(=O)Nc3sc(C(N)=O)c(N)c32)cc1 (stereo not drawn),5,-21,3,7,-6,-14,5,-3,-1,7,3
CCS(=O)(=O)N1CCCC(c2nc(-c3cccc(OC)c3)no2)C1 (stereo not drawn),-36,-38,1,-8,-40,7,-17,7,-11,-26,-48
Cc1ccc(S(=O)(=O)N2CCC3(CC2)OCCO3)cc1,3,3,-2,10,-13,-14,-1,12,14,-3,-14
COc1ccc(-c2nc(SCC(=O)Nc3cc(C)on3)n[nH]2)cc1,11,-6,-17,-14,-2,23,-9,3,.,-59,.

# Other results
SMILES,SRC3 inh,NR5A2 inv ag,CF NFkB inh,TROY signal inh,SRC1 inh,TRAIL sens C8,LMP1 NFkB inh,KKLEB tox,NR2F2 inh,TWEAK Fn14 block,NCOA2 inhibitor
Cc1ccc(C(=O)CNc2cccc([N+](=O)[O-])c2)cc1,-3,-15,-8,-50,-41,-4,1,17,-9,-37,-37
CC(=O)c1ccc(N2CCN(C(=O)CCCn3c(=O)[nH]c4ccccc4c3=O)CC2)cc1,12,3,-5,4,-22,4,-1,-14,-8,8,-42
CN(CC(N)=O)S(=O)(=O)c1ccc(F)cc1,7,-19,-5,-21,2,-4,-11,11,9,-21,7
O=C(CCc1nc(-c2ccccc2F)no1)NCc1ccco1,-3,-4,-11,-28,1,-1,-10,6,10,-5,-10
O=[N+]([O-])c1ccc2c(c1)[nH]c(=S)n2-c1ccccc1,4,15,-14,-22,14,-2,-1,16,4,-14,26
CC(=O)N1CCc2cc(S(=O)(=O)CCC(=O)NCc3ccc4c(c3)OCO4)ccc21,19,4,-1,5,4,-4,-22,4,0,12,-25
O=C(COC(=O)c1ccc(C(F)(F)F)cc1)NC(=O)NC1CCCC1,-11,16,-3,-1,-14,-4,5,14,4,-7,1
O=C(OC1CCOC1=O)c1cncc(Br)c1 (stereo not drawn),6,7,-1,-4,4,-7,-2,-1,-10,5,8

# Screening data as filed in PubChem.
